# CHT PAM: allosterically activates the human high affinity choline transporter; Q9GZV3; CHT-expressing cells, membrane potential dye, choline EC20; stronger effect = higher value; LV-AA mutant CHT in HEK293 cells; B-score at 10 µM; 310,000 tested, 0.49% active; AID 488977;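 active = initial fluorescence not abnormally high and integrated response B-score, plate-corrected, over 3 SD above library mean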
# Target sequence (Q9GZV3 whole entry, looked up): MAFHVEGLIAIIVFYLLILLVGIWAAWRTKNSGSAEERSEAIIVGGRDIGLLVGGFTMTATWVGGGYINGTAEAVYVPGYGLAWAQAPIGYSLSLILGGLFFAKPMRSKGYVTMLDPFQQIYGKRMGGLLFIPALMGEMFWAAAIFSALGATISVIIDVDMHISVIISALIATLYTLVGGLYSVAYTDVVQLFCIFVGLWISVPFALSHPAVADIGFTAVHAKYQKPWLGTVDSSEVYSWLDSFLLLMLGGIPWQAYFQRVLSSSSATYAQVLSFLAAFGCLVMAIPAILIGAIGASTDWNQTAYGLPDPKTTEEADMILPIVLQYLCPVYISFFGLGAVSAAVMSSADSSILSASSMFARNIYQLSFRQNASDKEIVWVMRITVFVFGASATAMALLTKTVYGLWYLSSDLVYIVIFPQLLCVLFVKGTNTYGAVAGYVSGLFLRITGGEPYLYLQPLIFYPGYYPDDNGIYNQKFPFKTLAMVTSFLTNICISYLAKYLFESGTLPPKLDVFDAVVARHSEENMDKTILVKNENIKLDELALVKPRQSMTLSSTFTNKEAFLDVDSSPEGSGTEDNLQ
# CHT inh: inhibits the human high affinity choline transporter; CHT-expressing cells, membrane potential dye, choline response; stronger effect = lower value; B-score at 10 µM; 310,000 tested, 0.86% active;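 active = B-score over 3 SD under the library average, and starting fluorescence ratio not unusually high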;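 also: choline stimulus applied at its EC90 after an EC20 pre-addition; B-score computed on integrated fluorescence ratio after choline addition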
# STK33 inh: blocks human STK33 kinase activity; inhibition, % at 10 µM; 320,000 tested, 0.073% active; AID 2661; purified STK33, MBP phosphorylation, ADP-Glo luminescence; Q9BYT3;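 active = inhibition at or above 25%, using the most active replicate where run in duplicate; inactive = inhibition below 25%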
# Target sequence (Q9BYT3 whole entry, looked up): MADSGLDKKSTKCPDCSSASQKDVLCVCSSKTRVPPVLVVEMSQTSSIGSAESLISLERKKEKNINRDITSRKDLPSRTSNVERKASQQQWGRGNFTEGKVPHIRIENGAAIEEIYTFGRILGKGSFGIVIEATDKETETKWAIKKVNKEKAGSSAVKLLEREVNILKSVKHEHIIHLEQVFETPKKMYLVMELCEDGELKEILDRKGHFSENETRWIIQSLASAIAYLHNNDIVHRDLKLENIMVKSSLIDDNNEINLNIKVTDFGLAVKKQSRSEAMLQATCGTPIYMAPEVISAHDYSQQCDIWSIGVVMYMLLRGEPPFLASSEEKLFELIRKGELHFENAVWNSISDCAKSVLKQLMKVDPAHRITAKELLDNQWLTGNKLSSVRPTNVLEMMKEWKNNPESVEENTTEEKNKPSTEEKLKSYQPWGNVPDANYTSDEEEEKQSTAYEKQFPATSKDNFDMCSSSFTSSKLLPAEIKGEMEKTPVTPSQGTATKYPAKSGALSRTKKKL
# Numbers without * were called inactive; i = inactive; x = no result given.
SMILES,CHT PAM,CHT inh,STK33 inh
COc1cccc(/C=C/C(=O)N2CCN(S(=O)(=O)c3ccccc3)CC2)c1OC,i,i,0.5
CCN1CCCc2cc(CN(CCN3CCOCC3)C(=S)Nc3cccc(OC)c3)ccc21,i,i,0.4
CCOC(=O)C1CCCN(Cc2ccc(O)c(OC)c2)C1 (stereo not given),i,i,-0.1
COc1ccc(S(=O)(=O)NCc2ccco2)c2ccccc12,i,i,0.1
O=C(NCc1ccco1)C(=O)NCC1OCCN1S(=O)(=O)c1ccc(Br)cc1 (stereo not given),i,i,0.1
Cc1ccc(C(=O)NCCSCc2ccc(Cl)cc2Cl)cc1[N+](=O)[O-],i,i,-0.6
Cc1cc(N/N=C/c2cccc(Cl)c2)nc(-n2nc(C)cc2C)n1,i,i,-0.4
O=C(Cn1cnc2c(nnn2Cc2ccc(F)cc2)c1=O)NC1CCCC1,i,i,-0.5
Cn1c(SCC(=O)Nc2ccc3nc(SCC(=O)NC4CC4)sc3c2)nnc1-c1ccccc1,i,i,-0.7
NS(=O)(=O)c1ccc(CCNC(=O)CSCc2ccccc2)cc1,i,i,-1.9
Cc1cccc(OCC(=O)Nc2ccc3c4c(cccc24)CC3)c1C,i,i,-1.1
O=C(O)C1=C[C@H](c2coc3ccccc3c2=O)C[C@H](OCc2ccc(CO)cc2)O1,i,i,-0.1
Cc1cc(C)c(OCC(=O)Nc2nc3ccccc3[nH]2)c(C)c1,i,i,0.5
Cc1ccc([N+](=O)[O-])cc1NC(=S)NC(=O)c1cccs1,i,i,0.0
CC1=NN(c2ccc(C(=O)O)c(N)c2)C(=O)C1,i,i,-2.7
O=C(CSc1ccc2ccccc2n1)Nc1ccc(N2CCOCC2)cc1,i,i,-0.8
Cc1cc(NC(=O)CCC(=O)N(Cc2ccccc2)C(C(=O)NC2CCCC2)c2ccc(C)o2)no1 (stereo not given),i,i,-3.0
COc1cc(CN2CCCC(C)C2)ccc1OCc1ccccc1 (stereo not given),i,i,0.2
CC(c1ccccc1F)n1cc(C(=O)NCc2ccncc2)nn1 (stereo not given),i,i,-1.9
CCOC(=O)C(Cc1ccccc1)C(=O)Nc1cccc(C)c1 (stereo not given),i,i,-2.3
CC(=O)Nc1ccccc1OCC(=O)c1cc(C)n(Cc2cccs2)c1C,i,i,-0.4
Clc1ccc(-n2nnnc2-c2cnc3ccc(Cl)cc3c2-c2ccccc2)cc1,i,i,1.7
Cc1ccc(-n2nc(C)c3c2OC(N)=C(C#N)C3c2ccc(F)cc2)cc1 (stereo not given),i,i,-1.8
COc1ccc(-n2c(C)c(C)c3c(N)ncnc32)cc1,i,i,5.1
COC(=O)Nc1ccc(S(=O)(=O)NCCCCCC(=O)O)cc1,i,i,-2.1

# Remaining list, next part.
SMILES,CHT PAM,CHT inh,STK33 inh
CC1OC2C(OC1C)N(S(C)(=O)=O)CCN2S(C)(=O)=O (stereo not given),i,i,-0.5
CC(C)(CNC(=O)COc1ccccc1Cc1ccccc1)N1CCOCC1,i,i,3.8
CCOC(=O)c1ccc(NC(=O)c2nc[nH]c2C(=O)NCc2ccccc2)cc1,i,i,0.8
COc1ccc(C2SCC(C(=O)NCc3ccc(F)cc3)N2C(C)=O)cc1 (stereo not given),i,i,-1.7
Cc1cc(N)n2nc(-c3ccccc3)cc2n1,i,i,6.6
O=C(N/N=C/c1cc(Br)c(Br)o1)c1ccc2c(c1)OCCO2,i,i,-1.4
COc1ccc(Cn2c(C3CC3)nc3ccc(NC(=O)c4cccnc4)cc3c2=O)cc1,i,i,-1.2
CCCOC1CCCN(C(=O)CCc2nnc(-c3ccc4c(c3)OCO4)o2)C1 (stereo not given),i,i,0.7
COC(=O)[C@H](C)NC(=O)NC(C)CCc1ccccc1 (stereo not given in full),i,i,-1.3
Cc1ccccc1OCC(O)Cn1c(=N)n(Cc2ccccc2)c2ccccc21 (stereo not given),i,i,0.5
COc1ccc(C(=O)CC2OC(=O)c3ccccc32)cc1OC (stereo not given),i,i,-0.4
Cc1nn(-c2ccccc2)c2c1C(c1cccnc1)N1C=C(S(=O)(=O)N3CCCCC3)C=CC1=N2 (stereo not given),i,i,-1.0
CC1(C)CC(=O)C2=C(C1)Oc1ncn(CCCn3ccnc3)c(=N)c1C2c1ccccc1 (stereo not given),i,i,-2.8
O=C(CSc1ncccn1)NCc1ccccc1,i,i,3.4
COc1cc(C(=O)Nc2cc(C)ccn2)cc(OC)c1OC,i,i,1.2
O=C(/C=C/c1cn(CC(O)CN2CCOCC2)c2ccccc12)c1cccs1 (stereo not given),i,i,2.7
O=C(c1ccco1)N1CCN(S(=O)(=O)c2ccc(Cl)s2)CC1,i,i,0.2
CC1CCC(NC(=O)C2c3ccccc3C(=O)N2CCCN2CCOCC2)CC1 (stereo not given),i,i,0.2
CC(C)(C)C(=O)Nc1ccc(Oc2ccc3c(c2)C(=O)N(c2ccc(O)cc2)C3=O)cc1,i,i,-1.2
CCOCC(=O)Nc1cc(Cl)ccc1C,i,i,-0.6
O=C(CN1C(=O)C2CC=CCC2C1=O)Nc1ccc(-c2nnc3n2CCCCC3)cc1 (stereo not given),i,i,-1.2
O=S1(=O)CCOC[C@H](CC2CCCCC2)N1Cc1cccc(Cl)c1,i,i,1.8
Cc1ccc(S(=O)(=O)CCC(=O)OCC(=O)N2CCN(S(=O)(=O)c3ccc(Cl)cc3)CC2)cc1,i,i,0.0
CCCc1nc2oc3c(NCC4CCCO4)ncnc3c2c2c1COC(C)(C)C2 (stereo not given),i,-8.1*,0.2
O=C(COc1ccccc1)Nc1ccc(S(=O)(=O)N2CCCC2)cc1,i,i,x

# In another format: results already given.
# Under each structure – CHT PAM	CHT inh	STK33 inh
> O=C(CN1C(=O)C2CC=CCC2C1=O)Nc1ccc(-c2nnc3n2CCCCC3)cc1 (stereo not given)
→ i	i	-1.2
> CC1OC2C(OC1C)N(S(C)(=O)=O)CCN2S(C)(=O)=O (stereo not given)
→ i	i	-0.5
> O=C(c1ccco1)N1CCN(S(=O)(=O)c2ccc(Cl)s2)CC1
→ i	i	0.2
> O=C(/C=C/c1cn(CC(O)CN2CCOCC2)c2ccccc12)c1cccs1 (stereo not given)
→ i	i	2.7
> O=S1(=O)CCOC[C@H](CC2CCCCC2)N1Cc1cccc(Cl)c1
→ i	i	1.8
> COC(=O)[C@H](C)NC(=O)NC(C)CCc1ccccc1 (stereo not given in full)
→ i	i	-1.3

# Complete entries, looked up by structure. Order of screens: CHT PAM | CHT inh | STK33 inh
# Record of `CCCc1nc2oc3c(NCC4CCCO4)ncnc3c2c2c1COC(C)(C)C2` (stereo not given) → i | -8.1* | 0.2
# Record of `Cc1nn(-c2ccccc2)c2c1C(c1cccnc1)N1C=C(S(=O)(=O)N3CCCCC3)C=CC1=N2` (stereo not given) → i | i | -1.0
# Record of `CCOCC(=O)Nc1cc(Cl)ccc1C` → i | i | -0.6
# Record of `CC(C)(CNC(=O)COc1ccccc1Cc1ccccc1)N1CCOCC1` → i | i | 3.8
# Record of `O=C(c1ccco1)N1CCN(S(=O)(=O)c2ccc(Cl)s2)CC1` → i | i | 0.2

# (further entries)
SMILES,CHT PAM,CHT inh,STK33 inh
NC(=O)c1oc2ccc(Cl)cc2c1N,i,i,3.9
COc1ccccc1C(=O)N1N=C(c2ccc(NS(C)(=O)=O)cc2)CC1c1cccs1 (stereo not given),i,i,-0.5
Cc1n[nH]c(C)c1C(=O)CC1(O)C(=O)N(Cc2ccccc2)c2ccc(Br)cc21 (stereo not given),i,i,0.9
Cc1ccc(Sc2ncccc2COC(=O)NC(C)C)cc1,i,i,-1.0
COc1ccc(C2C(C(=O)c3cccs3)=C(O)C(=O)N2c2cccc(C)n2)cc1OC (stereo not given),i,i,-0.9
Cc1cc(C)c(NN=c2c(=O)c3ccccc3c2=O)c(C)c1,i,i,6.0
O=C(NC(C(=O)c1ccccc1)n1ccc(=O)[nH]c1=O)c1ccccc1 (stereo not given),i,i,-1.0
CSc1ccc(CN(C)C(C)C(=O)NCC2CCCCC2)cc1 (stereo not given),i,i,-1.3
CCOC(=O)c1cc(Sc2ccccc2N)cc(C(=O)OCC)n1,i,i,-1.5
Cc1ccc(CNC(=O)Nc2ccccc2)n1C,i,i,-1.3
C=CCSc1nc(N)c(C(=O)Nc2ccccc2C)cc1C(N)=O,i,i,-2.4
Cc1ccc(C(=O)Nc2ccccc2N2CCCCC2)o1,i,i,6.5
CC(=O)Nc1ccc(NC(=O)C(C)OC(=O)CCc2nc3ccccc3s2)cc1 (stereo not given),i,i,2.2
O=C(COC(=O)C1CC2C=CC1C2)NCc1ccccc1Cl (stereo not given),i,i,0.2
COc1ccc(NC(=O)c2cc(C(C)C)on2)cc1OC,i,i,-1.0
CC(C)COC(=O)NCCCOC(=O)Nc1ccccc1,i,i,-2.3
COc1ccc(OC)c(-c2csc(NC(=O)Cn3[nH]c(=O)c4ccccc4c3=O)n2)c1,i,i,-0.9
COCCn1c(SCC(=O)N2CCOCC2)nnc1-c1ccco1,i,i,-0.5
COc1ccccc1-c1c(C)nn2c(N3CCN(c4ccccc4OC)CC3)cc(C)nc12,i,i,-0.3
CC(=O)N/C(=C\c1ccccc1)C(=O)OCCCOC(=O)/C(=C/c1ccccc1)NC(C)=O,i,i,-0.1
Nc1nc(CN2CCCCCC2)nc(Nc2ccc(F)cc2)n1,i,i,0.6
COc1ccc(S(=O)(=O)n2nc(OC(C)=O)cc2N)cc1,i,i,1.6
CCCCN1C=C(C(=O)OC)C(c2ccccc2C(F)(F)F)C(C(=O)OC)=C1,i,i,-1.4
CC1CCN(Cc2nc(-c3ccc(Cl)cc3)no2)CC1,i,i,-2.6
Cc1ccc(CN(C)C(=O)c2ccccc2Sc2ccccc2C#N)cc1,i,i,0.3

# 3 entries from above, with two lines to a compound.
# Values run as follows: CHT PAM	CHT inh	STK33 inh
O=C(COC(=O)C1CC2C=CC1C2)NCc1ccccc1Cl (stereo not given)
    i	i	0.2
COc1ccc(NC(=O)c2cc(C(C)C)on2)cc1OC
    i	i	-1.0
CC(C)COC(=O)NCCCOC(=O)Nc1ccccc1
    i	i	-2.3

# Going on with the list:
SMILES,CHT PAM,CHT inh,STK33 inh
CC1(C)Cc2cccc(OCC(=O)N3CCN(c4cccc(C(F)(F)F)c4)CC3)c2O1,i,i,1.1
COc1ccc(S(=O)(=O)N2CCCCC2)cc1NS(=O)(=O)c1cc(Cl)ccc1Cl,i,i,-3.2
CC(C)S(=O)(=O)c1cnc(-c2cccnc2)nc1N,i,i,-0.5
Cc1cc(C)n2nc(C(=O)NC(C)(C)C)nc2n1,i,i,0.0
O=C(Cn1cc2c(n1)CCCCC2)NCCN1CCOCC1,i,i,0.3
O=C1C=CC(O)(c2cc(=O)c3c(O)cc(O)cc3o2)C=C1,i,i,38*
CCCn1c(=O)[nH]c(=O)c2c1nc(-c1ccccc1OC(F)F)n2CCOC,i,i,-0.6
O=C(O)CC1SC(=Nc2cccc(O)c2)NC1=O (stereo not given),i,i,-1.1
O=C1c2ccccc2-c2nc3ncnn3c(-c3ccccc3Cl)c21,i,i,1.9
CC(C)N(Cc1cc2ccccc2[nH]c1=O)C(=O)C1CCCCC1,i,i,0.9
CCC(C)(C(=O)NC1CCCCC1)N(Cc1cccs1)C(=O)c1ccccn1 (stereo not given),i,i,-1.2
CCOc1ccc(Nc2nc(N3CCOCC3)nc(N3CCOCC3)n2)cc1,i,i,-0.3
COc1ccc(Oc2ccc(NC(=O)c3ccccc3C)cc2)cc1,i,i,-0.3
CC(C)C[C@H](NC(=O)Nc1cccc(Cl)c1)C(=O)O,i,i,1.0
O=C1CN(C(=O)COc2cccc(F)c2)c2ccccc2N1,i,i,-1.6
CCOC(=O)COc1cc2c(C(=O)OCC)c(C)oc2cc1Br,i,i,-1.0
N#Cc1nc(-c2ccc(OCc3ccccc3)cc2)oc1N1CCOCC1,i,i,-1.7
COc1ccc(-c2cc(C(=O)OCC(=O)N(C)C)c3ccccc3n2)cc1,i,i,-0.4
CCCc1cnc(N2CCN(C(=O)c3ccc(OC)cc3)CC2)nc1,i,i,-2.8
CN(C)S(=O)(=O)c1ccc(Cl)c(NC(=O)CSc2nc3c(cc2C#N)C(=O)CCC3)c1,i,i,-0.7
CCOc1ccc(N(Cc2cc3ccc(C)cc3[nH]c2=O)S(=O)(=O)c2ccccc2)cc1,i,i,-1.8
Cc1ccc(C)c(N(CC(=O)NCc2ccco2)C(=O)CCC(=O)Nc2nccs2)c1,i,i,0.6
COc1cc(C2C(C#N)=C(N)Oc3n[nH]c(-c4ccncc4)c32)cc(OC)c1OC (stereo not given),i,i,-1.1
Cc1ccccc1-n1nnnc1SCC(=O)N(C)C1CCS(=O)(=O)C1 (stereo not given),i,i,0.4
Cc1cc2ncn(CC(O)COc3cccc(C(=O)O)c3)c2cc1C (stereo not given),i,i,-1.4

# (continued)
SMILES,CHT PAM,CHT inh,STK33 inh
CC(C)CNS(=O)(=O)c1cc(C(=O)OCC(=O)N(C)C2CCS(=O)(=O)C2)c(Cl)cc1Cl (stereo not given),i,i,-1.0
Cc1ccc(C)c(NC(=O)c2ccccn2)c1,i,i,-0.5
O=c1c2ccccc2nnn1CSc1nnc2ccccn12,i,i,x
CCOC(=O)C1=C(C)NC(C)=C(C(=O)OC)C1c1ccco1 (stereo not given),i,i,-1.1
COC(=O)c1cccc(S(=O)(=O)N2CCOCC2)c1,i,i,-2.7
COc1cccc(C(=O)NC2CCCC2)c1,i,i,-0.4
C/C(CC(=O)NCCCN1CCOCC1)=N\NC(=O)COc1ccc(C)cc1,i,i,-1.0
CC(=O)Nc1ccc(C2CC(c3ccc(Cl)cc3)=NN2c2ccccc2)cc1 (stereo not given),i,i,-0.3
Oc1cc(NCc2cccnc2)ccc1-c1nc2ccccc2o1,i,i,-2.1
COc1ccc(C(=O)NCCNc2nc3ccc(C)cc3cc2C#N)cc1,i,i,x
CC(=O)Oc1ccc(C(=O)[C@H]2[C@H]3C(=O)N(c4ccc(C)cc4C)C(=O)[C@H]3[C@@H]3C=CC=NN32)cc1,i,i,0.3
CCCN1CCN(C(=O)CS(=O)(=O)Cc2nc(-c3cccc(OC)c3)oc2C)CC1,i,i,0.1

# Assay outcomes as filed in PubChem BioAssay.
